# RGS4 inh: human RGS4 inhibition; Potency, µM (doses to about 114 µM), for inactives: at the top dose activity change, negative = inhibition, hits mostly inhibitors; AID 504845; 390,000 tested, 0.039% active; P49798; Transcreener GDP fluorescence polarization, RGS4-accelerated GTP hydrolysis; also: potency is read from the fitted curve at half-maximal effect; % is scaled to controls: 0 for no effect and ±100 for the full control effect; nearly all actives have a fitted effect of over 75% in size; some results filed as inactive show a strong effect at the top dose
# Target sequence (P49798 whole entry, looked up): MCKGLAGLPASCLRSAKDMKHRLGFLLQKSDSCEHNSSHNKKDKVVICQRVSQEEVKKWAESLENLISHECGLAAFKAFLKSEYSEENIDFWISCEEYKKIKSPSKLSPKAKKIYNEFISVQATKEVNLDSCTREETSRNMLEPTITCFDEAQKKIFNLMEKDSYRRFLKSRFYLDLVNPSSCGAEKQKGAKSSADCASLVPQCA
#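 MLSMR compounds (23 nl, pin-transferred) preincubated 10 min at room temperature with a 500nM (2x) first reagent, then RGS4 at 900nM (2x) plus Transcreener GDP mix added; fluorescence polarization (620/688 nm) read before and after 90 min at 30 °C.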
# BAZ2B inh: BAZ2B (human) inhibition | AlphaScreen BAZ2B-H3K14Ac peptide displacement | Potency, µM (top dose mostly 114 µM), for inactives: at the highest dose activity change, negative = inhibition, usual class: inhibitors | Q9UIF8 | 360,000 tested, 4.4% active; also: potency is read from the fitted curve at half-maximal effect; % is scaled to controls: 0 for no effect and ±100 for the full control effect; nearly all actives have a fitted effect of over 60% in size
#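 AlphaScreen displacement of biotin-H3(5-23)K14Ac peptide (50 nM final) from BAZ2B (50 nM final) in PBS pH 7.4, 0.01% Tween-20; complex preformed 30 min RT, then compounds (top 110 uM) 30 min RT, beads 20 min dark.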
# ERG Ets-DNA blk: inhibitors of human ERG Ets domain-DNA interaction; P11308; fluorescence polarization, His-ERG Ets domain / labelled DNA; Potency, µM (doses to about 76.9 µM), without a hit: at the highest dose FP activity, negative = inhibition, usual class: inhibitors; 370,000 tested, 0.028% active; active = well fitted inhibition curve with a large enough effect in the polarisation, with a control signal flat; inconclusive = small, poorly fitted or top-dose-only effect, or effect the other way, or a change in a side signal; inactive = no such curve, though single readings can be large or run the other way; the % refers to the polarisation;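 also: polarization taken with two DNA probes labelled with fluorescein and Texas red; potency is read from the fitted curve at half-maximal effect; % of control where 0% means no effect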
#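 His-tagged ERG Ets domain (1 uM in the protein solution; 300mM KCl, 50mM Tris-HCl, 1mM EDTA, 1mM DTT, pH 7.5) received compound, then a probe mix of 5 nM fluorescein-DNA and 100nM Texas-615-DNA. Fluorescence polarization was read for both dyes.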
# GLS inhibitor: glutaminase GLS (human) inhibition | AID 624170 | 410,000 tested, 0.21% active | GLS enzymatic activity, qHTS titration | Potency, µM (series often up to 45.5 µM), for the others: at the highest dose activity change, negative = inhibition, actives largely listed as inhibitors | O94925; also: potency is read from the fitted curve at half-maximal effect; % is scaled to controls: 0 for no effect and ±100 for the full control effect
#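 hKGA in 45 mM KH2PO4 pH 8.2, 0.02% Tween-20 with pin-transferred compounds; 1 mM L-glutamine (stock) plus glutamate oxidase/HRP/Amplex Red coupling added. Fluorescence read initially and after 30 min at RT.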
# 12-LOX inh: ALOX12 (human) lipoxygenase inhibition | P18054 | purified 12hLO, xylenol orange hydroperoxide absorbance | Potency, µM (titrated, usually from 108 µM), for the others: top-dose activity change, negative = inhibition, most hits filed as inhibitors | 580,000 tested, 1.1% active; also: potency is read from the fitted curve at half-maximal effect; % is scaled to controls: 0 for no effect and ±100 for the full control effect
#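 Hydroperoxide product was detected by ferrous iron/xylenol orange as the 573 to 405 nm absorbance ratio. Arachidonic acid at 40 uM (final) was turned over for 30 min at room temperature by 150 nM human 12hLO, pH 7.0 Hepes buffer, after 15 min compound preincubation.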
# HP1b chromo inh: HP1-beta chromodomain-methylated histone interaction inhibition; P83916; AlphaScreen HP1-beta / biotin-H3K9me3 peptide binding; Potency, µM (doses to about 114 µM), inactives show top-dose activity change, negative = inhibition, most hits filed as inhibitors; 390,000 tested, 0.56% active; AID 540317; also: potency is read from the fitted curve at half-maximal effect; nearly all actives have a fitted effect of over 70% in size; inactives centre near 23
#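 Compound inhibition of the preformed complex between 50 nM HP1-beta and 50 nM biotinylated H3K9me3 peptide was read by AlphaScreen. Buffer was PBS pH 7.4 with 0.01% Tween-20. Incubations ran 30 min at room temperature, with 10 ug/mL donor/acceptor beads.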
# JMJD2A Tudor: inhibitors of human JMJD2A Tudor domain; O75164; AlphaScreen JMJD2A-Tudor / H3K4me3 peptide binding; Potency, µM (doses to about 114 µM), inactives show top-dose activity change, negative = inhibition, actives largely listed as inhibitors; 390,000 tested, 4.4% active; also: potency is read from the fitted curve at half-maximal effect; % is scaled to controls: 0 for no effect and ±100 for the full control effect; nearly all actives have a fitted effect of over 50% in size
# PI4K2A inh: PI4K2A (human) kinase inhibition. Q9BTU6. purified PI4K2A, ADP-Glo luminescence, 1 h; hits give low values. activity change, negative = inhibition, % at 76.9 µM. 420,000 tested, 0.13% active. AID 1346378; in the data active = activity change below about -50%; inconclusive = mostly about -30% to -49%;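 also: -100% = wells without enzyme as full effect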
# Target sequence (Q9BTU6 whole entry, looked up): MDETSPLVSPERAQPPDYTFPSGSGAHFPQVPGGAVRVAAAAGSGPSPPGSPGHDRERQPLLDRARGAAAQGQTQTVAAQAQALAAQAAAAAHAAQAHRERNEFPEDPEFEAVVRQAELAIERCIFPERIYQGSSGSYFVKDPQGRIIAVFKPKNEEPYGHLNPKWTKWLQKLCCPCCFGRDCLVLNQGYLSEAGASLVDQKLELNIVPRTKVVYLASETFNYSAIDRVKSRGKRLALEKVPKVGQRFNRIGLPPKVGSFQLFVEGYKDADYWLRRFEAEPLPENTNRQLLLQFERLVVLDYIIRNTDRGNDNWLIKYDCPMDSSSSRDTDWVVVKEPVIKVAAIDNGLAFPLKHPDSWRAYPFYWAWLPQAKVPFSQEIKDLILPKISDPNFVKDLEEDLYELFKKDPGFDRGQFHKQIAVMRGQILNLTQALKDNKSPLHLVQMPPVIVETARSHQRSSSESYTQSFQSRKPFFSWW
#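 In this quantitative HTS, ADP production by PI4K2A was quantified luminescently after 1 h at ambient temperature; 100 microM adenosine served as plate-quality control.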
# G9a block: blocks human histone lysine methyltransferase G9a; Q96KQ7; G9a H3K9 monomethylation, AlphaScreen, 2 h; Potency, µM (top dose mostly 102 µM), for the others: top-dose activity, negative = inhibition, usual class: inhibitors; 350,000 tested, 8.8% active; AID 504332; also: potency is read from the fitted curve at half-maximal effect; % is scaled to controls: 0 for no effect and ±100 for the full control effect; nearly all actives have a fitted effect of over 75% in size
# Target sequence (Q96KQ7 913-1193 limits assumed): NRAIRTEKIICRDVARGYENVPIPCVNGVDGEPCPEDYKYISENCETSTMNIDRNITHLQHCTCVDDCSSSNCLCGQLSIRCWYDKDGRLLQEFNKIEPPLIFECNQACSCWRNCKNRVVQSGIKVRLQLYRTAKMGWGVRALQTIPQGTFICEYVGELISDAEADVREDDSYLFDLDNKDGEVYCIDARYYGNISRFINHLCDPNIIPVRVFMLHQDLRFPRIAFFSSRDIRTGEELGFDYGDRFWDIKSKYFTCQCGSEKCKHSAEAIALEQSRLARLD
#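 Compounds were preincubated with 20 nM G9a for 15 min, after which biotinylated H3K9 peptide (500 nM) and SAM (20 uM) started a 2 h room-temperature reaction. Monomethylated product was quantified by antibody-based AlphaScreen chemiluminescence.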
# * hit, by the source's call; i = inactive; ? = inconclusive; · = not tested or not shown; & = joins results of further samples; [ ] = remark or other dose. Unless noted, calls follow the shape of the dose curve; as a rule, active = well fitted curve in the direction sought with a large enough effect; inconclusive = small, poorly fitted or top-dose-only effect, or another doubt; inactive = no such curve, though single readings can be large; an effect the other way counts as inactive or inconclusive. A portion of the library; the hit share may differ from the screen's.
JMJD2A Tudor	structure	G9a block	PI4K2A inh	GLS inhibitor	HP1b chromo inh	12-LOX inh	BAZ2B inh	ERG Ets-DNA blk	RGS4 inh
-10%	O=C(CCl)c1cc2c3c(c1)CC(=O)N3CCC2	50µM*	2	3%	62%[activator]	?	?	-8%	-24%
-21%	CC(C)Cn1c(N)c(C(=O)COC(=O)CC23CC4CC(CC(C4)C2)C3)c(=O)n(C)c1=O	-10%	-1	1%	29%	-2%	-18%	-11%	-10%
-11%	Cc1ccc(S(=O)(=O)NC(=O)Nc2nnc(C3CC3)s2)cc1	9%[59 µM]	3	·	24%	0%	-1%	8%	-7%
-2%	CC(NCCC1(C(C)C)CCOC(C)(C)C1)c1cccs1 (stereo not drawn)	1%	-5	?	42%[activator]	?	-7%	-9%	8%
-3%	Cc1ccnc(NC(=O)c2ccc(Cl)c(S(=O)(=O)N3CCCC3)c2)c1	13%[2.33 µM]	-10	-10%	19%	1%	-4%	-12%	-13%
-10%	CCCCCN(C(=O)CCC(=O)OCCOc1ccc(OC)cc1)c1c(N)n(CCCC)c(=O)[nH]c1=O	-23%	-7	0%	-2%	·	7%	2%	?
-12%	CCC(NC(=O)c1ccc([N+](=O)[O-])cc1[N+](=O)[O-])c1ccccc1 (stereo not drawn)	3%	-12	1%	24%	16%	5%	-1%	11%
-12%	Cc1ccc(S(=O)(=O)Cn2nnnc2C(C(C)C)N2CCSCC2)cc1 (stereo not drawn)	35µM*	-2	12%	25%	-3%	2%	·	32%
-1%	CC1CCCC(NC(=O)c2ccc(COc3ccccc3)o2)C1C (stereo not drawn)	·	-5	-6%	44%[activator]	?	-18%	-11%	5%
2.2µM*	Oc1ccc2ccccc2c1N=Nc1ccc(F)cc1	2µM*	-4	-10%	5.6µM*	0%	2.2µM*	4%	-23%
-5%	O=C(O)/C=C\C(=O)Nc1ccc(OC(F)F)cc1	·	-9	2%	41%[activator]	?	-27%	5%	7%
?	Cc1cc(Nc2cccc(Cl)c2)nc2ccc(NC(=O)c3cccc(N(C)C)c3)cc12	?	-3	1%	?	-17%	?	1%	-24%
?	CC1=C(C(=O)Nc2ccccc2)C(c2ccc(Cl)cc2)n2c(s/c(=C/c3cccc(OCC(=O)O)c3)c2=O)=N1 (stereo not drawn)	?	-14	-3%	?	45µM*	56µM*	11%	?
-30%	CCOCCCNC(=O)NC(CCC(C)C)c1c(-n2cccc2)sc2c1CCN(C)C2 (stereo not drawn)	-50%[59 µM]	-2	-34%	4%	?	?	11%	13%
?	COc1ccc(OC)c(C(=O)COC(=O)c2ccc([N+](=O)[O-])o2)c1	·	7	-3%	-10%	-2%	·	-10%	-19%
-3%	CCc1sc(-c2c(C#N)c(N)nc3c2CCCCCC3)cc1[N+](=O)[O-]	8%	3	-1%	?	64%[activator][57.4 µM]	5%[57.1 µM]	1%	-3%
11%	COc1ccc(/C=C/c2nc(C#N)c(NC3CCCCC3)o2)cc1OC	11%[59 µM]	4	6%	4%	-12%&-28%	-38%	?	22%
-23%	COCCN(CCOC)S(=O)(=O)c1ccc(Cl)nc1	0%[59 µM]	4	-4%	4%	2%	4%	1%	-4%[56.9 µM]
-5%	Nc1c(Br)cc2oc(-c3ccccc3)nc2c1Br	7%[59 µM]	3	1%	27%	13%&-3%	1%	6%	-21%
-22%	CN(Cc1ccccc1)S(=O)(=O)c1ccc(Cl)c(C(=O)OCC(=O)NC2CCS(=O)(=O)C2)c1 (stereo not drawn)	·	-23	2%	32%	0%	·	3%	10%
-14%	N#Cc1cnn2c(C(F)(F)F)c3c(nc12)CCCC3	?	-2	4%	27%	24%	0%	4%	17%
-30%	CCOC(=O)c1cc(-c2ccco2)nn1-c1ccc(C)cc1	40µM*	-1	-10%	-23%	?	?	10%	-21%
6%	CC(C)COc1ccc(C(=O)Nc2scc(-c3ccc(Br)cc3)c2C(=O)OC(C)C)cc1	8%[59 µM]	6	0%	35%	-20%	2%	0%	1%
3%	Cc1ccc(C(=O)CCC(=O)OCc2nnc(-c3ccccc3)o2)cc1	8%	0	-11%	30%	20%	1%	3%	17%
-15%	COCCn1cnnc1SCC(=O)Nc1ccc(Br)cc1F	7%	-14	-5%	34%	-4%	-6%	-1%	35%
-11%	O=C(O)CC(NS(=O)(=O)c1ccc(Br)cc1)c1ccco1 (stereo not drawn)	79µM*	1	2%	16%	-12%	0%	-1%	4%
-16%	Cc1ccc(C2CC(=O)N(Cc3ccccc3)c3c2c(C)nn3-c2nc(C)cc(C)n2)cc1 (stereo not drawn)	6%[59 µM]	-5	1%	22%	-4%	5%	-1%	-7%
-7%	O=C(NCCN1C(=O)S/C(=C\c2ccc(Cl)c([N+](=O)[O-])c2)C1=O)C1=COCCO1	?	0	8%	10%	?	7%	-2%	-26%
-12%	COc1cc(/C=N/NC(=O)C2COc3ccccc3O2)ccc1O (stereo not drawn)	3%	-6	34%[activator]	24%	-1%	-10%	-5%	11%
-16%	N#CCCN(C(=O)COC(=O)CCN=C1NS(=O)(=O)c2ccccc21)c1ccc(F)cc1	-5%	1	-1%	11%	-17%	6%	5%	-13%

# Some of these compounds in order of formula weight, ascending:
JMJD2A Tudor	structure	G9a block	PI4K2A inh	GLS inhibitor	HP1b chromo inh	12-LOX inh	BAZ2B inh	ERG Ets-DNA blk	RGS4 inh
-1%	CC1CCCC(NC(=O)c2ccc(COc3ccccc3)o2)C1C (stereo not drawn)	·	-5	-6%	44%[activator]	?	-18%	-11%	5%
-12%	CCC(NC(=O)c1ccc([N+](=O)[O-])cc1[N+](=O)[O-])c1ccccc1 (stereo not drawn)	3%	-12	1%	24%	16%	5%	-1%	11%
-15%	COCCn1cnnc1SCC(=O)Nc1ccc(Br)cc1F	7%	-14	-5%	34%	-4%	-6%	-1%	35%
-10%	CCCCCN(C(=O)CCC(=O)OCCOc1ccc(OC)cc1)c1c(N)n(CCCC)c(=O)[nH]c1=O	-23%	-7	0%	-2%	·	7%	2%	?

# Remaining list, next part
JMJD2A Tudor	structure	G9a block	PI4K2A inh	GLS inhibitor	HP1b chromo inh	12-LOX inh	BAZ2B inh	ERG Ets-DNA blk	RGS4 inh
-28%	O=C(O)c1cccc(NC(=O)c2cn(-c3ccccc3)nc2-c2cc3ccccc3o2)c1	5%[59 µM]	-2	-2%	-2%	?	50µM*	10%	-13%
-16%	Nc1nonc1-n1nnc(C(=O)N/N=C/c2ccncc2)c1CSc1ccc(Cl)cc1	29%	9	-4%	44%[activator]	0%	-23%	-14%	-30%[56.9 µM]
0%	O=c1[nH]nc(SCc2nnc(-c3cccc(Cl)c3)o2)n1C1CCCCC1	12%	5	-7%	20%	109%[activator]	16%	-5%	-22%
-9%	CCOC(=O)C1=C(N)OC(C)=C(C#N)C1c1ccco1 (stereo not drawn)	-10%[59 µM]	2	17%	23%	-25%	-11%	3%	-1%
-20%	Cc1c(OCC(=O)NCCCN2CCCC2=O)ccc2c3c(c(=O)oc12)CCC3	-13%	-9	1%	3%	-3%	-5%	15%	19%
1%	COc1ccc(CNC(=O)COC(=O)c2ccc3ccccc3n2)cc1	·	0	2%	25%	?	·	-15%	-32%
-19%	O=C(CCc1nc2ccccc2c(=O)[nH]1)NNC(=O)c1cccc(Cl)c1	0%	2	1%	38%	-15%	6%	1%	6%
?	COc1ccc(/C=N/NC(=O)C2C(C=C(Cl)Cl)C2(C)C)c(OC)c1 (stereo not drawn)	10%	0	0%	15%	2%	-11%	-2%	-5%
-21%	CCN(CC)C(=O)C1CCCN(C(=O)Nc2ccc(NC(=O)N3CCCC(C(=O)N(CC)CC)C3)cc2)C1 (stereo not drawn)	-13%	4	11%	19%	0%	-5%	-3%	1%
-3%	Cc1ncc(S(=O)(=O)c2ccc(Cl)cc2)c(N)n1	·	-2	4%	18%	?	·	8%	14%
-2%	CC(=O)N1c2c(cc(Br)cc2S(=O)(=O)NCc2ccc3c(c2)OCO3)CC1C (stereo not drawn)	7%[12.7 µM]	3	-2%	16%	4%	2%	-5%	-27%
-5%	CCOc1cc(Br)c(C=O)cc1OCC	1%	5	5%	45%[activator]	0%	2%	-6%	-31%
-13%	Cc1csc2c(SCC(=O)NNC(=O)C(Cl)Cl)ncnc12	?	2	2%	39%[activator]	i	-28%	4%	-33%
-6%	Oc1ccc(Cl)cc1C=NCCc1ccccc1	34%[59 µM]	0	-18%	15%	-6%	11%	-5%	-13%
-32%	O=C(CSc1ncnc2c1oc1ccccc12)NCc1ccco1	14µM*	-4	-2%	4%	-25%	50µM*	·	-30%
-13%	O=C(O)c1cccc(S(=O)(=O)Nc2ccccc2Cc2ccccc2)c1	?	-3	7%	-4%	-25%	1%	1%	26%
-26%	COc1ccccc1CNC(=O)C1CCCN(c2nnc(-n3c(C)ccc3C)s2)C1 (stereo not drawn)	5%[59 µM]	-2	-10%	3%	-7%	-13%	2%	-7%
-8%	Cc1nc(NCCCN2CCOCC2)c2cnn(-c3ccccc3)c2n1	·	0	-9%	18%[57 µM]	-20%	·	-1%	23%
19%	COc1ccc(CNc2nc(-c3ccc(Cl)cc3)nn2C(=O)c2ccccc2)cc1	9%[59 µM]	1	-1%	89%[activator]	-26%	9%	2%	-8%
5%	CCOC(=O)/C(C#N)=C/c1cc2ccccc2nc1N1CCCCC1	4%[12.7 µM]	-4	12%	53%[activator]	-13%	?	8%	-31%
-34%	CCOc1cc(/C=N/NC(=O)c2cc(C)n(-c3ccc(F)cc3)c2C)ccc1O	·	2	-1%	-1%	0%	?	-12%	-25%

# From PubChem BioAssay
